# LYPLA1 inh = blocks human lysophospholipase 1, a PME1 counter-screen. recombinant LYPLA1, FP-Rh probe fluorescence polarization. inhibition, % at 5.9 µM. 0.16% of 320,000 active. O75608;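 active means inhibition above the mean of all tested compounds plus 3 SD, set per campaign, cut at about 14% in these data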;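 further: inhibitors block serine hydrolase probe labeling of LYPLA1 so polarization falls; 0% = enzyme with DMSO and 100% = wells lacking LYPLA1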
# Target sequence (O75608 whole entry, looked up): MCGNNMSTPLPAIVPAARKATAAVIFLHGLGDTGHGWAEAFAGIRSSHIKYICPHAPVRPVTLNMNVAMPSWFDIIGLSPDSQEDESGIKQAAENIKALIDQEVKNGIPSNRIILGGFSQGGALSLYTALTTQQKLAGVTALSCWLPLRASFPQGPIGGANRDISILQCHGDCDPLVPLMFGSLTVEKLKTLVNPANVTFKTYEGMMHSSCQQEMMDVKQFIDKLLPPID
# pPAFAH FP inh = pPAFAH (human) enzyme inhibition; Q13093; recombinant pPAFAH, FP-rhodamine probe fluorescence polarization; inhibition, % at 3.39 µM; 1.5% of 330,000 active; AID 463082;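 active means inhibition above the mean inhibition across the screen plus 3 SD, cut at about 25% in these data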;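 further: inhibitors block binding of the rhodamine activity-based probe so polarization drops; 0% = enzyme with DMSO and 100% = wells lacking pPAFAH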
# Target sequence (Q13093 whole entry, looked up): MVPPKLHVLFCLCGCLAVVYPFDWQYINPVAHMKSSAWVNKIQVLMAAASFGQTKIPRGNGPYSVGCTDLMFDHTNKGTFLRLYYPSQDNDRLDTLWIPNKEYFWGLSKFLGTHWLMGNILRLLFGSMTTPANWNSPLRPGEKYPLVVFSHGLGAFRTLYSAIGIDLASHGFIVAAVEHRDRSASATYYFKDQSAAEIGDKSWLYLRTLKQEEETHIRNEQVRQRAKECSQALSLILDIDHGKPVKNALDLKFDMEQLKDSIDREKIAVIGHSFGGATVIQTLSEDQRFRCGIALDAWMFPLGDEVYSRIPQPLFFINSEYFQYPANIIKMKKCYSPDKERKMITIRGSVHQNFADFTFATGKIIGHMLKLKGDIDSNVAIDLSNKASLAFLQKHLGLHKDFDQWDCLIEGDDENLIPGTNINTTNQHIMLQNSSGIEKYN
# PAFAH1B2 FP inh = PAFAH1B2 (human) inhibition. P68402. recombinant PAFAH1B2, FP-rhodamine activity probe, fluorescence polarization. inhibition, % at 3.39 µM. 1.2% of 340,000 active. AID 492953;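 active means inhibition above the mean of all tested compounds plus 3 SD, cut at about 24% in these data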;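 further: 0% = enzyme with DMSO and 100% = wells lacking PAFAH1B2; many of its hits are not listed in these tables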
# GSTO1 inh = counter-screen for RBBP9 inhibitors: inhibitors of human GSTO1. P78417. recombinant GSTO1, activity-based probe fluorescence polarization. inhibition, % at 5.96 µM. 1.1% of 300,000 active. AID 1974;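 active means inhibition above the campaign mean inhibition plus 3 SD, cut at about 35% in these data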;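 further: 0% = GSTO1-1 with DMSO and 100% = wells lacking GSTO1-1 enzyme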
# LYPLA2 counter = LYPLA2 (human) inhibition in PME1 counter-screen; inhibition, % at 5.9 µM; O95372; 0.38% of 320,000 active; recombinant LYPLA2, FP-Rh probe fluorescence polarization;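 active means inhibition above the screen-wide mean plus 3 SD, limit set per campaign, cut at about 26% in these data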;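 further: 0% = LYPLA2 with DMSO and 100% = wells lacking LYPLA2 enzyme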
# PAFAH1B3 FP inh = PAFAH1B3 (human) inhibition; Q15102; recombinant PAFAH1B3, FP-rhodamine probe, fluorescence polarization; inhibition, % at 3.39 µM; 0.28% of 340,000 active;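 active means inhibition above the screen-wide average of all tested compounds plus 3 SD, cut at about 25% in these data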;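 further: 0% = enzyme with DMSO only and 100% = wells lacking PAFAH1B3 protein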
# PAD4 inh = blocks human protein arginine deiminase 4; Q9UM07; recombinant PAD4, RCA probe fluorescence polarization; inhibition, % at 6.36 µM; 0.41% of 330,000 active;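 active means percent inhibition above a cutoff equal to the mean of all tested compounds plus 3 SD, cut at about 15% in these data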;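 further: 0% = PAD4 with RCA probe and DMSO and 100% = probe without PAD4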
# PME-1 primary = PME-1 (human) inhibition; Q9Y570; recombinant PME-1, FP-Rh probe fluorescence polarization; inhibition, % at 5.9 µM; 0.53% of 320,000 active;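 active means inhibition above the campaign mean of all compounds plus 3 SD, cut at about 26% in these data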;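 further: competitive labeling of PME-1 active site by serine hydrolase directed probe; 0% = PME-1 with DMSO and 100% = wells lacking PME-1 enzyme; inhibitors block probe labeling so polarization falls and inhibition rises; many of its hits are not listed in these tables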
# Target sequence (Q9Y570 whole entry, looked up): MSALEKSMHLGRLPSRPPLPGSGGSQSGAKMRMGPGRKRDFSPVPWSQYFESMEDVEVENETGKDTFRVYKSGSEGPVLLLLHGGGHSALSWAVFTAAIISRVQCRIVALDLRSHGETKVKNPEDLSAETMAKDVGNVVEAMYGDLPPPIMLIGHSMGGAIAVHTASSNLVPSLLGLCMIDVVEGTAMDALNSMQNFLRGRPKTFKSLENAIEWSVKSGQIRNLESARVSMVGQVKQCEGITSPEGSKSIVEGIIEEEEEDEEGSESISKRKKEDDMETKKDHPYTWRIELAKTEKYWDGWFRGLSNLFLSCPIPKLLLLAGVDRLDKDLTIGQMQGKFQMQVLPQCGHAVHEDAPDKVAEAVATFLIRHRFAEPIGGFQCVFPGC
# PAFAH2 FP inh = PAFAH2 (human) inhibition | recombinant PAFAH2, FP-rhodamine activity probe, fluorescence polarization | inhibition, % at 3.39 µM | 0.99% of 340,000 active;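 active means inhibition above the mean over all tested compounds plus 3 SD, cut at about 30% in these data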;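 further: inhibitors block probe labeling of enzyme so polarization drops; 0% = enzyme with DMSO and 100% = wells lacking PAFAH2 protein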
# * marks the source's active call; other numbers are inactive results; . = no result given. Not all compounds are listed; the hit share may differ from the screen's.
SMILES,LYPLA1 inh,pPAFAH FP inh,PAFAH1B2 FP inh,GSTO1 inh,LYPLA2 counter,PAFAH1B3 FP inh,PAD4 inh,PME-1 primary,PAFAH2 FP inh
Cc1nn(-c2ccccc2)c(N2CCCC2)c1/C=N/Nc1ccc(S(N)(=O)=O)cc1[N+](=O)[O-],20*,3,21,0,10,14,-1,16,5
Nc1ccc(N=Nc2ccccc2O)c(N)c1,-1,13,.,31,5,.,13,14,.
Cc1ccc(CCNC(=O)C2CCN(S(=O)(=O)c3ccc4c(c3)NC(=O)C(C)S4)CC2)cc1 (stereo not given),-5,0,4,2,-1,-2,0,7,-1
COc1ccc(C2CC(c3ccc(Cl)cc3)n3nc(N)nc3N2)cc1 (stereo not given),0,-6,10,1,-10,0,5,-1,4
CCN(CC)S(=O)(=O)c1cc(NC(=O)CCc2c(C)noc2C)ccc1C,.,-2,1,.,.,2,1,.,-7
COc1cc(CC(=O)NCc2ccc3c(c2)OCO3)cc(OC)c1OC,-1,8,0,5,-2,6,0,-4,-3
C=CCNC(=O)CN1C(=O)NC(C)(c2ccc(OC)cc2)C1=O (stereo not given),-1,1,1,12,-4,5,1,4,6
COc1cc(C(=O)Nc2nc3ccc4nc(C)sc4c3s2)cc(OC)c1OC,-4,3,-9,3,-11,-6,1,-10,-7
Cc1ccc(C)c2c1[nH]c1ccc([N+](=O)[O-])cc12,-5,3,0,-9,-12,7,-5,0,-16
O=C1CCCC2=C1C(c1ccncc1)n1c(nc3ccccc31)N2 (stereo not given),0,3,1,13,0,3,1,2,-5
Cc1cccn2c(=O)c3cc(C(=O)N4CCCCC4C)sc3nc12 (stereo not given),0,2,3,.,7,8,-2,14,-4
CCS(=O)(=O)c1ccc(O)c(NC(=O)CCCC(=O)O)c1,-1,3,-1,4,-1,-5,2,-1,4
O=C(Nc1ccccc1)N1CCCN(c2ccc(C(F)(F)F)cc2[N+](=O)[O-])CC1,1,7,12,4,4,7,2,-7,-2
Cc1cc(N2CCCCC2)nc2ccccc12,-1,1,0,5,-6,-2,5,2,-7
CCOC(=O)c1sc(=S)sc1SCc1cccc(C(F)(F)F)c1,-3,-3,6,-9,-1,4,6,3,4
Cc1cc(C)nc(NC(=O)C(c2ccccc2)c2ccccc2)c1,-5,2,-3,-5,-3,-3,1,2,3
Cc1ccc(Cl)c(OCC(=O)OC(C)C(=O)NC2CC2)c1 (stereo not given),1,4,3,7,-1,-3,-2,-1,2
COc1ccc(OCC(=O)NNC(=O)c2ccc(-c3ccccc3)cc2)cc1,0,1,4,-4,-2,-6,-5,-3,-3
CNC(=S)N/N=C/c1c(Cl)cccc1Cl,-3,3,4,6,1,10,1,-2,-3
Cc1oc(CC(C)C)cc1C(=O)Nc1ccc(C(=O)O)cc1,0,8,6,-8,4,2,1,0,-3
NCCCC[C@@H](C(=O)NCCCCCCCCCCC(=O)N1CCNCC1)n1cc(CCO)nn1,1,0,8,4,4,10,-2,-2,4
O=C(NCCCn1ccnc1)C(=O)NCc1ccccc1,-2,3,0,8,-3,4,-2,-4,-7
O=C(CCC(=O)c1cccs1)OCC(=O)N1CCN(S(=O)(=O)c2ccccc2)CC1,-1,8,4,7,2,-2,1,4,10
Cc1ccc(C(=O)N/C(=C\c2ccco2)C(=O)NCC2CCCO2)cc1C (stereo not given),-3,-3,5,-1,1,6,-12,-10,-1
CCOc1ccc(NC(=O)c2ccc(CNc3c(N4CCCC4)c(=O)c3=O)cc2)cc1,2,5,-1,13,8,2,1,-7,1
COc1cccc(NC(=O)CCN2CCN(C)CC2)c1,1,0,0,-2,5,2,3,-1,1
CCOc1ccc(CCNC(=O)COC(=O)c2cc(OC)cc(OC)c2)cc1OCC,0,7,3,-1,1,8,0,3,0
Cc1c(NC(=O)c2cc(=O)[nH]c3ccccc23)c(=O)n(-c2ccccc2)n1C,0,8,2,8,1,3,-4,-2,3
CCOc1cc(N2CCOCC2)c(OCC)cc1NC(=O)c1c(-c2ccccc2Cl)noc1C,0,9,-1,4,3,6,-2,6,0
Cc1ccccc1CNC(=O)CCc1ccccc1,1,5,.,-1,5,.,-7,-1,.
CCN(CC)S(=O)(=O)c1ccc2c(c1)N(CC(=O)N(CCc1ccncc1)C(C)C)C(=O)CO2,3,2,5,7,4,9,-2,7,-2
Cc1ccc2[nH]c(=O)c(CN(CCCN3CCOCC3)C(=O)Nc3cccc(Cl)c3)cc2c1,1,2,6,-4,-10,-6,-6,3,1
CC(=O)c1c(C)[nH]c(C(=O)CSc2nnc3ccccn23)c1C,-4,-4,4,6,-3,6,-3,-7,3
CCCN1CCN(CCCNC(=S)Nc2ccc3nc(N4CCN(CC)CC4)cc(C)c3c2)CC1,1,1,0,9,-2,-1,-4,2,-3
COC(=O)c1c(C)[nH]c(-c2csc(N)n2)c1C,1,15,8,0,-4,9,-3,7,11
Oc1ccc(/C=N/N2CCN(C3c4ccccc4-c4ccccc43)CC2)cc1,-2,6,15,0,0,3,1,1,2
Cc1ccc(S(=O)(=O)NCC(=O)OCc2nnc(-c3ccccc3)o2)cc1C,-3,18,3,0,1,0,-2,4,8
COc1ccc(-c2nn(-c3ccccc3)cc2/C=C2/SC(=S)N(CCC(=O)O)C2=O)c(C)c1,0,3,0,-22,-2,2,-2,4,3
CN1C2=NCCN2C(=O)c2cc(Cl)ccc21,0,-4,7,21,5,2,0,-6,2
CC(=O)c1sc2nc(-c3cccs3)cc(C(F)(F)F)c2c1N,0,-4,4,1,2,-9,-2,5,-2
Cn1c(SCc2nnc(-c3ccc(F)cc3)o2)nnc1C1COc2ccccc2O1 (stereo not given),-1,8,13,2,4,11,-3,2,3
COc1ccc(/C=C(/NC(=O)c2ccc(C)cc2)C(=O)NCc2ccncc2)cc1,-2,-5,-1,1,1,11,-1,-7,3
CC(=O)Nc1ccc(S(=O)(=O)Oc2ccc(Br)cc2C(=S)N2CCOCC2)cc1,1,-4,0,-2,6,1,0,5,0
COc1ccc(-c2nc3ccccc3c(=O)n2NC(=O)Cc2ccccc2)cc1,-2,8,2,8,0,7,-2,6,2
C#CCOCCOCCOCCNc1nc(N2CCN(C(=O)[C@H]([C@@H](C)CC)n3cc(CCCN=C(N)N)nn3)CC2)nc(N2CCN(C(=O)[C@H](CCCCN)n3cc(CCCC)nn3)CC2)n1,0,6,2,6,2,-2,-7,-1,4
COC(=O)c1ccc2c(=O)n(Cc3ccc(C(=O)NC4CCCC4)cc3)c(=S)[nH]c2c1,-7,1,-1,1,-4,3,-2,4,9
Cc1cc(Cl)ccc1NC(=S)NCc1ccccc1,3,1,5,9,0,2,1,-1,-7
COc1ccc(-c2cn3cccnc3n2)cc1NC(=O)c1ccc(Br)o1,0,-7,1,3,1,-4,-5,1,4
Cc1ccnc(NC(=O)c2ccc3c(c2)C(=O)N(CCC(C)C)C3=O)c1,9,-1,7,-1,18,9,-3,6,3
Cc1ccc(/C=N\NC(=O)CC(=O)NCCc2ccccc2)cc1,0,5,0,-3,-5,1,-6,-4,2

# Additional records:
SMILES,LYPLA1 inh,pPAFAH FP inh,PAFAH1B2 FP inh,GSTO1 inh,LYPLA2 counter,PAFAH1B3 FP inh,PAD4 inh,PME-1 primary,PAFAH2 FP inh
CC(C)N(Cc1ccccc1)C(=O)CN1C(=O)NC2(CCOc3ccccc32)C1=O (stereo not given),.,0,13,.,.,3,-6,.,13
O=C(c1cc([N+](=O)[O-])cc([N+](=O)[O-])c1)N1CCN(Cc2ccc3c(c2)OCO3)CC1,0,3,4,17,9,3,-3,-5,-5
CCCCCOc1ccc(NC(=O)c2cc(SC)ccc2Cl)cc1,-1,2,7,-4,-2,6,0,4,10
Cc1cccc(C)c1NC(=O)C(NC=O)c1ccc(N(C)C)cc1 (stereo not given),3,2,-1,-4,-2,3,-3,1,0
CC(C)n1nnnc1SCC(=O)c1ccc2c(c1)OCCO2,-7,-8,3,9,-6,3,-5,0,5
O=C1CC(c2ccco2)Sc2ccccc2N1 (stereo not given),-9,-5,-2,1,-11,6,5,-5,3
O=C(c1ccc(S(=O)(=O)N2CCOCC2)cc1)N1CCOCC1,0,-2,6,-2,-1,8,-1,1,0
CN(C(=O)CSc1ncnc2sc3c(c12)CCC3)C1CCS(=O)(=O)C1 (stereo not given),2,-3,-4,.,1,1,-5,6,1
CCc1ccccc1NC(=O)CNC(=O)CCNC(=O)Nc1ccccc1,-1,1,4,.,2,5,1,6,6
COc1ccc(/C=C(\NC(=O)c2cccs2)C(=O)Nc2ccccc2C)cc1OC,0,5,3,5,-3,-1,-1,0,-5
CC(C)Cn1c(SCC(=O)NCc2ccco2)nnc1-c1ccncc1,-2,4,3,2,0,11,0,3,8
Cc1ccc(C(=O)NC(=S)Nc2ccc(N3CCOCC3)cc2)cc1C,-2,1,3,-4,-2,7,0,-2,15
O=C(NN1C(=O)c2ccccc2NC1c1ccco1)c1ccc([N+](=O)[O-])cc1 (stereo not given),1,1,5,6,6,3,0,0,7
O=C(CSCc1cccc(Cl)c1)N1CCN(Cc2ccc3c(c2)OCO3)CC1,1,0,3,6,2,6,1,-6,0
COc1ccc(C(CNC(=O)Cc2ccc(-c3ccccc3)cc2)N(C)C)cc1 (stereo not given),1,4,4,0,-1,4,1,-9,-4
CC1Cc2ccccc2N1c1ncnc2nc[nH]c12 (stereo not given),4,9,-3,-1,4,-2,-2,0,2
Cc1cc(C(=O)Nc2cccc3c2O[C@@H](CN(C)S(=O)(=O)c2ccccc2)[C@H](C)CN([C@@H](C)CO)C3=O)n(C)n1,.,3,0,.,.,10,-2,.,-2
Cc1ccc(S(=O)(=O)N2CCC(C(=O)N3CCC[C@H]3C(=O)NCc3ccco3)CC2)cc1,3,3,6,-1,-7,-2,2,0,3
Cc1ccc(-c2nn(-c3ccccc3)cc2NC(=O)CCl)cc1,-4,1,0,69*,-2,5,-1,-5,10
CCC(C)(C)NC(=O)C(c1ccncc1)N(C(=O)c1sc(C)nc1C)c1ccc(F)cc1 (stereo not given),-1,2,2,5,0,6,0,-5,0

# Reformatted with values under each structure: part of the list above
# Results follow in this order: LYPLA1 inh | pPAFAH FP inh | PAFAH1B2 FP inh | GSTO1 inh | LYPLA2 counter | PAFAH1B3 FP inh | PAD4 inh | PME-1 primary | PAFAH2 FP inh
- COc1ccc(-c2nn(-c3ccccc3)cc2/C=C2/SC(=S)N(CCC(=O)O)C2=O)c(C)c1
 : 0 | 3 | 0 | -22 | -2 | 2 | -2 | 4 | 3
- CN1C2=NCCN2C(=O)c2cc(Cl)ccc21
 : 0 | -4 | 7 | 21 | 5 | 2 | 0 | -6 | 2

# Following part:
SMILES,LYPLA1 inh,pPAFAH FP inh,PAFAH1B2 FP inh,GSTO1 inh,LYPLA2 counter,PAFAH1B3 FP inh,PAD4 inh,PME-1 primary,PAFAH2 FP inh
CC(C)OCCCNC(=O)C(NS(=O)(=O)c1ccc2c(c1)c(=O)n(C)c(=O)n2C)c1ccccc1 (stereo not given),-3,4,.,6,-6,.,0,3,.
O=C(CN1CCCC1)N1c2ccccc2Sc2ccccc21,-5,8,5,-5,-2,3,0,-1,1
Cc1ccc(NC(C)C(=O)N/N=C/c2ccc([N+](=O)[O-])s2)cc1 (stereo not given),3,4,5,23,5,5,-6,1,0
COc1cc(NC(=O)N[C@@H](Cc2ccccc2)C(=O)O)cc(OC)c1,5,6,6,4,0,9,-7,3,-7
Cc1nnc(-c2cnn(C)c2N)n1Cc1ccc2c(c1)OCO2,-1,-1,5,-1,1,8,-1,3,9
COc1ccc(OCCN2CCOCC2)cc1,-5,-1,2,-7,-13,8,-5,-1,-5

# Screening data deposited in PubChem by The Scripps Research Institute Molecular Screening Center.
